# Assay outcomes (PubChem)
# CHO-K1 Ca antag: nonselective inhibitor or artifact in parental CHO-K1 cells; ATP-induced calcium, Fluo-8 fluorescence; inhibition, % at 3 µM; 0.6% of 360,000 active;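 active = inhibition above a per-plate cutoff, the plate's mean sample inhibition plus 3 SD, cut at about 24% in these data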;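 also: 0% = DMSO plus EC80 ATP and 100% = DMSO alone without ATP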
# TAAR1 antagonist: human TAAR1 antagonism. 1.5% of 360,000 active. CHO RD-HGA16 TAAR1, Fluo-8 calcium fluorescence, antagonist. inhibition, % at 3 µM. Q96RJ0;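 active = inhibition above a per-plate cutoff, the mean inhibition of test compounds on that plate plus 3 SD, cut at about 49% in these data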;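 also: 0% = DMSO plus EC80 beta-PEA response and 100% = DMSO alone without agonist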
#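 Assay system: CHO-derived RD-HGA16 cells stably expressing human TAAR1 plus Gα16. Timing: 140 s kinetic read after compound, 140 s after agonist. Technique: kinetic Fluo-8 calcium fluorescence measurement. Measure: % inhibition of agonist calcium response.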
# M1 PAM parental: nonselective activator or artifact in parental CHO-K1 calcium assay. ATP EC20, Fluo-8 calcium fluorescence; 0% at ATP EC20, 100% at ATP max. AID 602247. activation, % at 3 µM. 0.02% of 360,000 active;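 active = activation above the run cutoff, the mean activation of all test compounds plus 3 SD, cut at about 40% in these data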;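 also: peak over basal fluorescence ratio in a 140 s read after ATP addition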
# M1 ag parental: counter-screen for M1 agonists: effect in parental CHO-K1 cells. Fluo-8 calcium fluorescence; scaled to maximal ATP response, vehicle zero. activation, % at 3 µM. 0.48% of 360,000 active. AID 602248; in the data active = activation above about 15%;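 also: untransfected CHO-K1 host cells lacking M1 receptor as counterscreen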
# GPR7 antag: human neuropeptides B/W receptor 1 antagonism | P48145 | inhibition, % at 4.4 µM | 1.1% of 290,000 active | GPR7-expressing cells, fluorescence antagonist assay | AID 1861; in the data active = inhibition above about 16%, passing the limit was not always enough;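 also: cells stimulated with the agonist NPW; 0% = agonist with vehicle and 100% = vehicle without agonist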
# V1aR counter: counter-screen for oxytocin receptor agonists: human V1a receptor agonists | AID 2797 | activation, % at 3 µM | P37288 | 0.25% of 320,000 active | CHO-V1R cells, Fluo-8 calcium fluorescence, agonist mode; 0% DMSO, 100% 3 nM vasopressin;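 active = activation above the mean activation of all tested compounds plus 3 SD, per screening run, cut at about 20% in these data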;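 also: signal is peak over basal fluorescence ratio across a 100 second FLIPR read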
# Target sequence (P37288 whole entry, looked up): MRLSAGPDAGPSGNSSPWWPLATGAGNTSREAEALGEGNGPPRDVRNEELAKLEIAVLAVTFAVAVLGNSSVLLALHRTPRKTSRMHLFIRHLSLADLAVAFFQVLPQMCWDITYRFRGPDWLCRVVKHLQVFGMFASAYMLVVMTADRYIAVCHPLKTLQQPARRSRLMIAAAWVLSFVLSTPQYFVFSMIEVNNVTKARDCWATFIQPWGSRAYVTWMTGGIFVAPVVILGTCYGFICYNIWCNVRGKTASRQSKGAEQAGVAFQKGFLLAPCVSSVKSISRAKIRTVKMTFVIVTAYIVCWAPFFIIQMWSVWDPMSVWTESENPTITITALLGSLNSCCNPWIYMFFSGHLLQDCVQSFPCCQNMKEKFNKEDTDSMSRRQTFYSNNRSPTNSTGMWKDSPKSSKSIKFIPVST
# CHO parental Ca: counter-screen for OX1R antagonists: effect in parental CHO cells; parental CHO-K1, ATP-induced calcium, Fluo-8 fluorescence; inhibition, % at 5.6 µM; 0.63% of 330,000 active; AID 463079;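 active = inhibition above that plate's mean sample inhibition plus 3 SD, cut at about 26% in these data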;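 also: 0% = ATP-challenged DMSO wells and 100% = DMSO wells without ATP; some compounds past the cut are filed as inactive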
#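 Test system: untransfected parental CHO cell line. Compound: one dose, 5.6 µM nominal. Detection: intracellular calcium via Fluo-8 no-wash fluorescent dye. Measure: % inhibition. Benchmarks: ATP-challenged DMSO wells low, unchallenged DMSO wells high.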
# OXTR ag: activates the human oxytocin receptor; P30559; CHO-OTR cells, Fluo-8 calcium fluorescence; normalized: DMSO 0%, oxytocin 100%; activation, % at 3 µM; 0.32% of 320,000 active;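 active = activation above the mean of all tested compounds plus 3 SD, cutoff set per screening run, cut at about 20% in these data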;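 also: peak over basal fluorescence ratio from a 100 s FLIPR kinetic read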
# Target sequence (P30559 whole entry, looked up): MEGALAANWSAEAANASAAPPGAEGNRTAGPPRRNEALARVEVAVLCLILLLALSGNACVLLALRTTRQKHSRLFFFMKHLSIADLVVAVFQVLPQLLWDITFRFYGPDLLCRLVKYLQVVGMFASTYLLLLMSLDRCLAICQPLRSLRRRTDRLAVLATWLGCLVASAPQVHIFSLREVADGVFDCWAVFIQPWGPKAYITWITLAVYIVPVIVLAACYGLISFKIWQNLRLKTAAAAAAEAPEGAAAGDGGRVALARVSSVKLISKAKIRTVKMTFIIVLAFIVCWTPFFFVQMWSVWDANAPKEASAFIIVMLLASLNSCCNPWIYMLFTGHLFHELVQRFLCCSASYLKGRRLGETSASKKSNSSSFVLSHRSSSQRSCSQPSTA
# OXTR potentiate: human OXTR potentiation; CHO-OTR cells, Fluo-8 calcium fluorescence, potentiator mode; 0% = oxytocin EC15, 100% = EC100; activation, % at 3 µM; 0.061% of 320,000 active;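 active = activation above that plate's cutoff, the mean activation of tested compounds plus 3 SD, cut at about 6.6% in these data, passing the limit was not always enough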;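 also: 100% uses oxytocin at 75 nM as the full agonist control; some results filed as inactive read as strong as hits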
#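 Dosing: Single dose, 3.0 µM nominal final compound concentration | Material: Human OTR in CHO cells | Technique: Kinetic Fluo-8 calcium fluorescence | Benchmarks: EC15 oxytocin alone as 0%, 75 nM oxytocin as 100% | Probe or stimulus: Oxytocin at about EC15, sub-maximal agonist stimulus | Incubation: Compound 6 min at room temperature before oxytocin, 100 s read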
# Active calls of the source: *; nt = no result given.
SMILES,CHO-K1 Ca antag,TAAR1 antagonist,M1 PAM parental,M1 ag parental,GPR7 antag,V1aR counter,CHO parental Ca,OXTR ag,OXTR potentiate
CC1(C)C[C@H]2C3=CCC4[C@@]5(C)CC[C@H](O)C(C)(C)C5CC[C@@]4(C)[C@]3(C)[C@@H](O)[C@@H](O)[C@@]2(CO)[C@@H](O)[C@@H]1O (stereo partly specified),-15,33,26,0.6,nt,0.4,-1,1.8,3
CCOC(=O)C(=CNc1ccc(C(F)(F)F)cc1Cl)C(=O)OCC,-8,-60,25,0.8,-8,0.2,0,-2.5,-5
Cc1[nH]nc2c1C(c1cccs1)C1=C(CCCC1=O)N2 (stereo unspecified),2,-4,0,5.9,-18,0.3,-6,-0.3,-9
O=C(OCC(=O)N1CCCCCC1)c1ccc(S(=O)(=O)N2CCOCC2)cc1,-17,-4,10,0.8,-4,1.2,-14,-0.3,-1
O=C(O)c1ccc(NS(=O)(=O)c2ccc(Cl)c(Cl)c2)cc1O,-6,-2,15,0.5,-17,0.2,-9,-0.7,2
O=C1C(Cl)=C(O)C2(Cl)C(Cl)=C(Cl)C12Cl (stereo unspecified),-1,12,-4,0.6,nt,nt,nt,nt,nt
COc1cccc2cc(C(=O)NCc3ccc(C)cc3)c(=N)oc12,2,-14,-11,-0.5,-15,4.5,6,-1.4,-5
CCc1ccccc1NC(=O)CNC(=O)CCC(=O)c1cc(C)sc1C,18,-19,6,0.4,nt,nt,nt,nt,nt
Cc1c(NS(=O)(=O)c2cccc(C(=O)OCC(=O)N(C)C3CCCCC3)c2)c(=O)n(-c2ccccc2)n1C,-21,2,13,-0.1,-6,-1.1,-16,-0.5,-8
O=C(OCc1ccco1)c1cccnc1,3,13,-9,-0.1,2,0.4,2,0.0,0
Cc1nn(CC(=O)N2CCN(S(=O)(=O)c3ccccc3)CC2)c(C)c1[N+](=O)[O-],2,-16,-6,-0.4,nt,0.2,-9,-0.3,-6
O=C(CSc1nc2c(c(=O)n1-c1ccc(Cl)cc1)SCC2)NCC1CCCO1 (stereo unspecified),-8,3,1,-0.6,8,-0.2,-28,-2.7,-17
Cc1cc(CN2CCCC(C(=O)Nc3cccc(-n4cccn4)c3)C2)cc(C)c1O (stereo unspecified),9,3,7,8.1,10,11,-16,9.6,-9
CCOC(=O)c1ccc(NC(=O)CSc2nnc(Cn3c(=O)sc4ccccc43)n2C)cc1,-7,2,20,0.6,5,-1.3,-6,-2.6,-3
CCn1c(-c2cccc(Br)c2)n[nH]c1=S,-7,-2,13,0.6,-8,-0.3,-5,-0.5,-17
CCC1CCCCN1S(=O)(=O)c1ccccc1[N+](=O)[O-] (stereo unspecified),3,7,-8,0.5,4,-0.6,-8,-2.3,-8
Clc1ccc2c(c1)-c1[nH]ncc1CS2,11,-39,-6,-0.1,-14,-0.5,2,-0.5,3
O=C(OCC(=O)N1CCCCCC1)c1n[nH]c(=O)c2ccccc12,-12,12,17,0.6,4,-0.3,-8,0.2,3
CC(CCc1ccccc1)NC(=O)N1CCOCC1 (stereo unspecified),-5,-8,26,0.6,-14,-0.2,0,-1.1,0
COc1ccc(C(=O)N/C(=C\c2ccc3c(c2)OCO3)C(=O)NCCc2nc3ccccc3[nH]2)cc1,-8,-3,12,0.0,3,1.1,-15,0.3,7
COc1ccc(CN(C)CC(=O)NC(C)c2ccccc2)c(OC)c1 (stereo unspecified),-8,-6,2,0.5,-3,-0.2,-13,0.0,-6
O=C(Oc1ccccc1C(=O)Oc1ccccc1)c1cccnc1,4,2,-12,0.3,-10,-1.4,-3,-2.2,-22
Cc1cc(C)cc(C(=O)N2CC(=O)Nc3ccccc32)c1,0,3,17,0.4,10,-1.4,-7,-1.4,-1
COc1cc(OC)cc(C(=O)NCC2CCCN(Cc3cccc(C(C)=O)c3)C2)c1 (stereo unspecified),2,-22,18,-0.1,-7,0.0,-22,0.1,-4
COc1ccc(OCc2cc(C(=O)N(C)Cc3nccn3C)no2)c2ccccc12,-3,-5,-5,3.3,-4,1.9,-16,0.4,-12
CCn1cc(C(=O)O)c(=O)c2cnc(N3CCN(C(=S)NC(=O)c4ccccc4Cl)CC3)nc21,nt,nt,nt,nt,-13,0.5,6,1.9,9
Cc1cc(=O)[nH]c2c(C)cc(S(=O)(=O)NCc3ccccc3)cc12,-16,-24,23,4.4,-6,2.2,-5,1.3,-6
O=C(O)c1ccccc1C(=O)NCc1ccc(F)cc1,-7,7,17,0.5,8,0.1,-15,-0.4,4
COc1ncnc(-c2ccccc2)c1-c1ccccc1,-8,-22,10,0.7,nt,-1.7,-12,-2.5,-1
CCOC(=O)N1CCC(n2c(SCC(=O)Nc3ccccc3OC)nc3ccccc3c2=O)CC1,-15,39,18,0.7,-3,-1.4,-5,-1.5,-1
O=c1[nH]nc(-c2ccc[nH]2)[nH]1,12,7,-8,-0.3,nt,nt,nt,nt,nt
C=CCn1c2ccccc2c2nnc(SC(CC)C(=O)Nc3nc(C)c(C(=O)OCC)s3)nc21 (stereo unspecified),-4,12,2,0.4,-17,1.7,-9,4.4,0
CC(C)CC(CO)N1CCN(C(=O)c2ccc(C(C)(C)C)cc2)CCC1=O (stereo unspecified),-10,6,11,1.1,-1,0.8,-14,1.9,-10
O=c1c(O)cccc2cc(O)c(O)c(O)c12,-12,8,5,-0.1,-13,1.7,-4,-0.4,2
CCCCCNc1nc2sc3c(c2c(=O)n1-c1cccc(Cl)c1)CCN(C)C3,0,-5,10,0.9,-15,-0.8,-7,-0.5,-9
COc1cc(C(=O)Nc2ccncc2)c([N+](=O)[O-])cc1OC,-16,-2,18,0.9,6,0.8,-13,0.4,-9
Cc1ccc(-c2nc3ccccn3c2C=O)cc1,-17,0,19,-0.8,17,-1.3,-22,-2.8,-2
C/C(=N/N1CCN(Cc2cccc3ccccc23)CC1)c1ccco1,4,-15,-15,0.3,-15,-0.2,-16,-0.3,6
CN(C)S(=O)(=O)c1cc(NC(=O)CNCc2ccccc2)ccc1Cl,-12,0,5,11,-8,3.9,-18,4.1,-7
CNC(=O)NC(=O)Cn1nc2n(c1=O)-c1ccccc1SC2,2,-6,-12,4.1,-14,0.6,6,-0.2,-3
Cc1ccc(C(=O)C(NC(=O)c2ccco2)Nc2sc3c(c2C(N)=O)CCCC3)cc1 (stereo unspecified),nt,nt,nt,nt,2,2.3,2,2.1,-8
NC(=O)C1CCCN1Cc1ccc2c(c1)OCO2 (stereo unspecified),-8,-5,12,1.2,nt,nt,nt,nt,nt
COC(=O)c1ccc(NC(=S)NCCCn2ccnc2)cc1,2,-10,19,1.4,-6,0.8,-5,0.4,-4
Cc1nn(C)c(C)c1/C=C(\C#N)C(N)=O,-5,-9,14,-0.1,6,0.4,-3,-1.0,-7
COC(=O)c1c(NC(=O)Cc2ccccc2)sc(C)c1C,0,6,-7,-0.4,-7,-0.2,-41,-1.3,10
CCOc1ccc(C2C(C(=O)c3ccco3)=C(O)C(=O)N2CCCn2ccnc2)cc1 (stereo unspecified),-13,-26,22,0.6,-10,nt,nt,nt,nt
O=C(Cc1ccccc1[N+](=O)[O-])OCC(=O)c1c[nH]c2ccccc12,6,22,5,2.4,nt,-0.8,13,-0.2,-10
O=c1cc(CN2CCN(c3ccc(F)cc3)CC2)c2cc3c(cc2o1)CCCC3,-6,1,9,0.3,-1,-0.9,-14,-0.4,-3
O=c1[nH][nH]c2c1[C@H](CCc1cccc(Cl)c1)O[C@H](CCc1ccccc1)C2,-7,4,13,0.3,nt,nt,nt,nt,nt
CNc1cncc(-c2cccnc2)n1,-9,-14,19,0.3,nt,nt,nt,nt,nt
CC(C)(C)NC(=O)C1N(c2cccnc2)C(=O)C2C(C(=O)Nc3ccccc3)C3(C)C=CC21O3 (stereo unspecified),-3,5,2,0.0,-4,1.2,-3,0.8,0
C=CCSc1nnnn1-c1ccc(OC)cc1,-1,-11,17,0.3,6,-0.7,1,-2.2,6
CCCc1nnc(NC(=O)CCC(=O)NC2CCCC2)s1,2,-18,16,0.6,-8,0.6,-14,1.6,-4
COc1cc(C#N)ccc1OCC(=O)NCc1cccs1,3,-6,0,0.2,-8,1.2,5,0.5,-3
CN(CCOCCOc1ccc(Cl)cc1Br)Cc1ccccc1,-21,-12,20,2.8,10,2.7,-4,8.1,1
Cn1cncc1COC(=O)c1ccc(Cl)cc1,9,-10,-11,0.1,-7,1.6,8,0.8,-15
CCCCN1C(=O)C(O)(CC(=O)c2c(C)n[nH]c2C)c2cc(Br)ccc21 (stereo unspecified),-11,18,8,0.7,6,-0.9,-15,-0.9,-5
Cc1cc(C(=O)N/N=C/c2c[nH]c3ccccc23)c(C)o1,-5,8,12,0.5,2,1.1,-14,0.2,-4
